# Source: PubChem BioAssay (several laboratories)
# CaV13 FRET inh: Primary screen for inhibitors of IQ motif and Ca2+-dependent inactivation inhibitor domain binding in CACNA1D, Förster resonance energy transfer in living cells, …; HEK cells, CFP/YFP FRET ICDI-IQ, plate reader, 10 min; percent FRET-ratio fall versus neutral wells; inhibition, % at 12.3 µM; 340,000 compounds, 0.098% hits; AID 743397;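 active = mean replicate inhibition of at least 30% and at least 1% of replicates passing that level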;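 also: 0% = median of the neutral control wells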
# NR2E3 ag-1: NR2E3 agonists in two-hybrid cells, primary screen, cell-based, luminescence, CHO-S, Gal4-NCOR/VP16-NR2E3 | Photoreceptor-specific nuclear receptor (Homo sapiens), Q9Y5X4 | luciferase | inhibition of corepressor binding, % at 3.98 µM | 360,000 compounds, 0.35% hits | AID 602229, 2012;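 active = inhibition above the mean of all tested compounds plus 3 SD, cut at about 70% in these data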;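 also: 0% = DMSO with NR2E3 transfected cells and 100% = cells lacking NR2E3 construct; higher means lower luciferase signal from less NR2E3 corepressor binding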
# Target sequence (Q9Y5X4 whole entry, looked up, the tested form may be a part): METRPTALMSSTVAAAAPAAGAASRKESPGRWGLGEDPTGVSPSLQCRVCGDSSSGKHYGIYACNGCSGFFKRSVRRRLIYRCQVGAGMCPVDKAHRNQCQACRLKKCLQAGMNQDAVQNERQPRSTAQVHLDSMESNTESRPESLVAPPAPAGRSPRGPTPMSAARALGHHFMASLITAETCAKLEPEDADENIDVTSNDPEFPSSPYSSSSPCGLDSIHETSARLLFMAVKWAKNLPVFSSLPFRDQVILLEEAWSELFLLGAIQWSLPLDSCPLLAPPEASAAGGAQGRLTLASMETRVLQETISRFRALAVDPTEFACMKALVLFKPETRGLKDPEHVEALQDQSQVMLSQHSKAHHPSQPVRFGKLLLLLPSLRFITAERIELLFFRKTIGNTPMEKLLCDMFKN
# NR2E3 ag-2: inhibitors of NR2E3-RetCOR corepressor binding, primary screen, NR2E3 agonist project, biochemical, TR-FRET, GST-NR2E3, biotin-RetCOR; 1536-well; Photoreceptor-specific nuclear receptor (Homo sapiens), Q9Y5X4; AID 2300, 2010; 320,000 compounds, 0.12% hits; inhibition of corepressor binding, % at 4.78 µM;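 active = percent inhibition above the cutoff of mean plus 3 SD of all tested compounds, set per screening campaign, cut at about 20% in these data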;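 also: 0% = DMSO wells and 100% = biotin wells as full block of FRET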
#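 Material: NR2E3–RetCOR corepressor complex / Incubation: Compound–protein incubation for 5 h at 4 °C / Dosing: compound at 4.8 µM, single dose / Detection: time-resolved FRET / Benchmarks: high control biotin, low control 0.6% DMSO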
# PDI inh: inhibitors of human PDI, primary screen, biochemical, turbidity, single point, plate reader; 350,000 compounds, 0.052% hits; Protein disulfide-isomerase (Homo sapiens), P07237; PDI insulin aggregation turbidity, A650, 90 min; AID 588391, 2011; inhibition, % at 10 µM;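 active = mean inhibition across replicates of 30% or more, whatever share of single replicates reach that level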;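 also: absorbance from insulin aggregation driven by PDI reduction with DTT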
# Target sequence (P07237 whole entry, looked up): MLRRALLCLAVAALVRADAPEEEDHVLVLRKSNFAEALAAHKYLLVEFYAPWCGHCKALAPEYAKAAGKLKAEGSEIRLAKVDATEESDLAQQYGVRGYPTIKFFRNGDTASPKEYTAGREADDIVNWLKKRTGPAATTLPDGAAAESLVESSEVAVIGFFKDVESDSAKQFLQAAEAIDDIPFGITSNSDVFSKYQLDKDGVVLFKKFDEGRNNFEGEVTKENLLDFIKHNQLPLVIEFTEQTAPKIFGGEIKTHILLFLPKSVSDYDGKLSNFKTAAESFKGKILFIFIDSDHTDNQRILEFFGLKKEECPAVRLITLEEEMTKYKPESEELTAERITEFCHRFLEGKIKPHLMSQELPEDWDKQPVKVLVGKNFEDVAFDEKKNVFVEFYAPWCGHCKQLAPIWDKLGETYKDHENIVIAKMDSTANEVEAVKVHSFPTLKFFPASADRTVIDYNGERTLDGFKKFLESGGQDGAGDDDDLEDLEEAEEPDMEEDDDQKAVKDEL
# CF NFkB inh: inhibitors of PAF-induced NF-kB signaling, primary screen, cell-based, GFP fluorescence, uHTS; KKLEB NF-kB-GFP reporter, GFP fluorescence overnight; inhibition, % at 5 µM; 360,000 compounds, 0.86% hits; AID 588850, 2011;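 active = at least 50% inhibition at 5 µM, scaled per plate between neutral and stimulator controls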;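 also: PAF is a Pseudomonas aeruginosa culture filtrate used as stimulus; plate controls were PAF-stimulated DMSO wells for no effect and unstimulated DMSO wells for full effect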
# TRPM1 prom inh: inhibitors of MITF-dependent TRPM1 promoter reporter, primary screen, cell-based, SK-MEL-5, single point, luciferase; SK-MEL-5 TRPM1 promoter luciferase, 24 h; inhibition, % at 12.5 µM; 330,000 compounds, 0.83% hits; AID 488899, 2010;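 active = mean inhibition across replicates of 60% or more, whatever share of single replicates reaches that level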; also: values of inactives mirror those of a sister screen read the other way
# KKLEB tox: cytotoxicity in KKLEB CF airway cells, primary screen, cytotoxicity control for CF NF-kB inhibitor project, cell-based, uHTS, fluorescence assay plates | KKLEB CF airway cells viability, ATPlite luminescence, overnight; stronger effect = lower value; cells stimulated with P. aeruginosa culture filtrate | activity change (cytotoxicity), % at 5 µM | 360,000 compounds, 0.36% hits;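 active = corrected activity change at or below -50% at 5 µM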
# Vif imaging: HIV Vif self-association inhibitors, primary screen, imaging, HEK293T, single point | inhibition, % at 7.49 µM | HEK293T cells, Vif self-association by quenched fluorescence, 24 h | AID 602346, 2012 | 340,000 compounds, 0.35% hits; in the data active = inhibition above about 50%, passing the limit was not always enough; also: some results filed as inactive read as strong as hits
# Peg3 prom inh: Peg3 promoter-driven luciferase inhibitors, primary screen, cell-based, HeLa, luciferase luminescence | 360,000 compounds, 1.7% hits | inhibition, % at 20 µM | HeLa PEG-Prom luciferase reporter, overnight | AID 588405, 2011;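 active = inhibition of at least 50% at 20 µM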
# HIF-2a block: HIF-2a reporter inhibitors, primary screen, luminescence, 786-0 RCC cells | 786-0 RCC cells HIF-2a reporter, luciferase luminescence, overnight | inhibition, % at 18.8 µM | 360,000 compounds, 0.72% hits;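 active = inhibition of the luminescence signal of 40% or more relative to plate controls, in a single-dose primary screen at 18.75 µM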
# Shn3 inh set2: reduction of Shn3 3'UTR firefly luciferase signal, primary screen, Schnurri-3 inhibitor project, cell-based, Clone20 osteoblasts, set 2. inhibition, % at 12.5 µM. Clone20 osteoblast Shn3 3'UTR firefly luciferase, 24 h. 360,000 compounds, 0.52% hits;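 active = mean inhibition of at least 75% with every replicate also reaching 75%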;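 also: 0% = median of neutral control wells and 100% = pilot-screen positive control compound; some compounds past the cut are filed as inactive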
# Active calls of the source: *; x = no result given.
SMILES,CaV13 FRET inh,NR2E3 ag-1,NR2E3 ag-2,PDI inh,CF NFkB inh,TRPM1 prom inh,KKLEB tox,Vif imaging,Peg3 prom inh,HIF-2a block,Shn3 inh set2
O=C1CC(c2ccccc2)n2nc(NS(=O)(=O)c3ccccc3)nc2N1 (configuration not stated),-1,-3,-1,-5,-1,-4,-6,24,15,14,-13
COc1cccc(Cn2nnc3c(=O)[nH]c(C4CCCN(C(=O)c5ccccc5Cl)C4)nc32)c1 (configuration not stated),x,-13,0,9,-1,-1,3,-11,18,12,2
CC(=O)Nc1ccc(C(=O)Nc2nc(-c3cc(C)n(Cc4ccccc4)c3C)cs2)cc1,-17,7,-1,-1,2,15,9,-1,3,17,-12
COc1ccc(C(=O)COC(=O)COc2cccc3c2OC(C)(C)C3)c(OC)c1,-5,-14,2,5,-5,-14,7,-8,5,7,-19
COc1ccc(N2CCN(C(=O)c3ccc(Cn4nc(C)c([N+](=O)[O-])c4C)o3)CC2)cc1,x,10,x,3,13,8,-3,3,24,12,12
CC(Oc1ccccc1Cl)C(=O)N(Cc1cccs1)C1CCS(=O)(=O)C1 (configuration not stated),-3,9,2,x,0,-5,-20,5,7,6,4
CC(C(=O)OCC(=O)c1ccc(F)cc1)N1C(=O)C2C3C=CC(C3)C2C1=O (configuration not stated),-7,-9,5,0,5,-7,-13,-16,6,6,1
Cc1sc(NC(=O)COc2ccccc2)c(C#N)c1C,-5,-45,-3,-5,-22,-40,8,-10,-146,-241,x
Cc1nn(CC(=O)NCCC2=CCCCC2)c(C)c1[N+](=O)[O-],-4,-16,-3,2,-7,1,3,-7,-9,13,-11
Cc1ccc(S(=O)(=O)N2CCCC2CNC(=O)C(=O)NC2CCCC2)cc1 (configuration not stated),-5,4,2,-1,17,8,-6,-1,17,5,12
N#CCc1c(C#N)c(N)nc(N2CCCC2)c1C#N,-12,27,6,-2,-11,0,-15,15,0,11,5
COc1ccc(-c2noc(-c3ccccc3Cl)n2)cc1OC,-8,-119,1,5,-10,-83,14,x,-245,-424,-45
COC(=O)CCSc1nccn1Cc1ccccc1,-4,3,0,1,-24,0,8,2,-3,9,-2
CC(=O)NC(c1ccccc1)c1nc(-c2ccc(C)c(C)c2)cs1 (configuration not stated),-5,-17,x,4,-5,x,20,-3,8,-54,47
COC(=O)c1ccc(NC(=O)c2ccc(NC(=O)C3CCCO3)cc2)cc1 (configuration not stated),-15,-22,2,-1,2,-3,-3,3,-9,-27,2
Cc1ccc(Cn2cccc(NC(=O)CCC3CCCC3)c2=O)cc1,-5,-25,-3,-14,-8,7,-4,x,12,-8,0
O=C(OCc1cncs1)c1ccccc1Cl,-2,11,1,2,-14,6,5,0,-8,14,-15
O=C(Nc1ccc2c(c1)OCCO2)c1cnc2ccccn2c1=O,-7,-103,2,1,-3,14,0,x,-47,-95,-22
CCN(CC)S(=O)(=O)c1cccc(-n2c(O)c(C=Nc3ccccc3C(=O)O)c3ccccc3c2=O)c1,-2,-28,1,8,91*,54,34,0,24,3,-18
O=C(O)CC1(CC(=O)Nc2cccc(C(=O)O)c2)CCCC1,-4,-24,5,7,0,-6,-2,x,-10,-1,4

# Structural class: the compounds so far with a cyano group (two)
SMILES,CaV13 FRET inh,NR2E3 ag-1,NR2E3 ag-2,PDI inh,CF NFkB inh,TRPM1 prom inh,KKLEB tox,Vif imaging,Peg3 prom inh,HIF-2a block,Shn3 inh set2
Cc1sc(NC(=O)COc2ccccc2)c(C#N)c1C,-5,-45,-3,-5,-22,-40,8,-10,-146,-241,x
N#CCc1c(C#N)c(N)nc(N2CCCC2)c1C#N,-12,27,6,-2,-11,0,-15,15,0,11,5

# Next results follow:
SMILES,CaV13 FRET inh,NR2E3 ag-1,NR2E3 ag-2,PDI inh,CF NFkB inh,TRPM1 prom inh,KKLEB tox,Vif imaging,Peg3 prom inh,HIF-2a block,Shn3 inh set2
CCc1ccc(NC(=O)c2ccc3c(c2)CCN3S(C)(=O)=O)cc1,-6,-61,x,2,19,x,4,x,-87,-108,-12
CCCn1c(=O)c2c(C(F)(F)F)cc(-c3ccco3)nc2n(CCC)c1=O,x,18,2,-7,24,-5,-14,2,20,-4,-11
COc1cc(/C=N/OCC(=O)Nc2cc(C)on2)ccc1OCc1ccccc1,-4,-35,-3,2,11,-5,-14,-8,-36,-69,-1
CCC(C)(C)NC(=O)C(c1cccn1C)N(C(=O)Cn1nnc2ccccc21)c1ccc(F)cc1 (configuration not stated),-5,-13,-1,-18,-4,-3,-16,-4,16,12,13
O=C(O)CCCC(=O)NCCCCc1ccccc1,-8,-7,-1,-1,1,-3,2,7,-7,8,3
Cc1ccc(S(=O)(=O)N2CCN(C(=O)C(C)Cn3cncn3)CC2)cc1 (configuration not stated),-4,-17,6,-5,4,-8,4,5,23,14,-2
COc1ccccc1Nc1nc(N2CCCC2)nc(N2CCOCC2)n1,-5,9,2,-3,21,-29,-12,9,3,27,32
CC(C)(C)C(=O)Nc1ccc(N2CCN(S(C)(=O)=O)CC2)cc1,-6,-1,1,0,-9,-4,-2,4,-8,1,12
O=C(NCC(O)c1nc2ccccc2[nH]1)c1ccc(Br)cc1 (configuration not stated),-3,-5,x,x,-3,x,-9,9,-6,6,2
COC(=O)CSc1nc(C(C)C)nc2ccccc12,-3,-4,1,-1,8,12,-2,1,-1,18,4
O=C(Cn1c(-c2ccc(Cl)cc2)noc1=O)N1CCN(c2ccccc2F)CC1,-9,-1,0,1,20,9,2,-4,7,4,-3
O=C1c2ccccc2NC(c2ccccc2Br)N1CCCN1CCOCC1 (configuration not stated),-19,-5,-1,-2,7,-3,-4,9,6,7,-14
CC1C(=O)c2ccccc2CC1C(=O)O (configuration not stated),-20,-33,x,-2,-2,22,0,-12,-2,3,-35
Cc1cccc(NC(=S)NCc2ccncc2)c1C,-3,10,1,-3,2,-2,-1,1,15,13,-22
CCc1nc2ccccc2c(C(=O)OCC(=O)N(CC(C)C)c2c(N)n(Cc3ccccc3)c(=O)[nH]c2=O)c1C,-6,27,x,16,27,1,-1,-2,15,31,1
COc1cc(/C=N/n2c(COc3ccccc3)n[nH]c2=S)cc(OC)c1OC(C)=O,-20,-6,1,11,-4,7,-4,2,12,12,23
CC[C@H](C)[C@H](NC(N)=O)C(=O)Nc1ccccc1F,-2,-29,4,0,-10,3,11,-6,-1,-20,26
CC(C)C[C@H]1CNC(=S)N1CC1CCN(CCCC2CCCCC2)CC1,-8,-45,x,-2,-8,0,-1,x,6,-9,37
CC(=O)NCC(=O)N(c1ccccc1)C1(C(=O)NC2CCCCC2)CCCCC1,-5,-4,2,6,10,-4,4,8,-2,12,-6
Cc1cc(OCC(=O)NCc2nc(-c3ccccc3)no2)c(C)cc1Br,x,-28,3,-11,16,9,-15,5,14,-1,-13
CCOC(=O)CNC(=O)c1cnn2cccnc12,-7,0,-2,6,-8,5,10,8,-17,-7,-8
COc1ccc2c(COC(=O)CNC(=O)C34CC5CC(CC(C5)C3)C4)cc(=O)oc2c1,-6,-25,1,-4,1,-8,-6,1,-6,6,-7
CC(=O)Nc1cc(-c2cccc(C(=O)N(C)C)c2)cn2c(-c3cccc(C(=O)N(C)C)c3)cnc12,-5,-19,x,8,7,x,-2,4,5,11,2
CN(C(=O)c1ccc2c(=O)n3c(nc2c1)CCCCC3)c1ccccc1,x,7,6,14,2,13,8,-9,12,6,1
COc1ccc(CNC(=O)CN(C(=O)c2snc(C(N)=O)c2N)c2ccc(OC)c(OC)c2)cc1,-2,-47,1,8,-8,12,5,-6,9,-4,14
COc1ccccc1-n1c(SCC(=O)N2CCCCC2)nnc1-c1ccccc1O,x,-13,-5,8,2,3,2,6,9,20,23
CC(C(=O)NCCS(=O)(=O)c1ccc(Cl)cc1)S(=O)(=O)c1ccccc1 (configuration not stated),4,4,-1,3,-18,-4,12,1,7,18,2
OC(CCc1ccncc1)c1ccccc1 (configuration not stated),-4,-11,1,3,5,15,14,-7,10,17,-3
CC(C)(C)[C@@H]1C=C(C(=O)NC2CC2)O[C@H](OCc2ccc(CO)cc2)C1,-10,-21,3,3,10,0,-15,4,0,4,-7
CN(C)S(=O)(=O)c1ccc(S(=O)(=O)N2CCCC(C(=O)NC3CCCC3)C2)cc1 (configuration not stated),-5,-23,-1,-6,-6,19,3,1,13,2,69
O=c1c2ccccc2c(/C=N/NS(=O)(=O)c2ccccc2)c(O)n1-c1ccccn1,-8,13,-1,6,11,2,4,0,4,-1,-5
CCSC1=N/C(=C\c2ccc(C(=O)O)cc2)C(=O)S1,-5,-20,0,7,3,6,-2,13,4,-9,8
Cc1ccnc(NS(=O)(=O)c2ccc(NC(=O)c3ccc(S(=O)(=O)N4CC(C)OC(C)C4)cc3)cc2)n1 (configuration not stated),-4,-4,-4,0,3,-6,-12,-2,22,9,-11
OC(CN1C2=NCCN2c2ccccc21)c1ccc2c(c1)OCO2 (configuration not stated),x,9,2,-12,9,0,-9,8,3,12,-8
CN(C(=O)Nc1ccccc1)C1CCCCC1,-19,-1,-1,23,8,-27,-9,-2,-42,-93,-6
O=C(COC(=O)[C@H](Cc1ccccc1)NC(=O)c1cccs1)Nc1ccccc1C(F)(F)F,-4,-1,-1,-8,0,3,-2,10,-3,6,2
CCOC(=O)c1cnc2c(c(C3CC3)nn2C)c1N1CCOCC1,-2,-18,1,0,-5,5,0,1,14,13,1
COP(=O)(OC)c1nc(-c2ccccc2)oc1N1CCOCC1,-5,12,-3,9,2,-3,3,x,7,14,-17
CCOC(=O)C(=O)N(Nc1ccc(C)cc1)c1ccc(C)cc1,0,-88,-1,-7,4,-37,-18,-8,-152,-279,-17
CCCNC(=O)COc1coc(CN2CCN(c3ccccc3)CC2)cc1=O,-3,-8,-3,1,10,-4,-10,19,18,9,-8
Cc1nc2nc(CC(=O)O)[nH]n2c(=O)c1[N+](=O)[O-],-15,-10,-1,5,10,5,-3,-1,-7,19,-6
